Screening results as filed in PubChem BioAssay.
Ecoli viability = reduces bacterial viability in AddAB counter-screen; E. coli V3065 growth, OD600 absorbance, 18 h; inhibition, % at 11.9 µM; 330,000 tested, 0.27% active; AID 449728;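 active = inhibition above the campaign's mean inhibition across all tested compounds plus 3 SD, cut at about 9.9% in these data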;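 also: uninfected addAB+ strain grown without phage in ampicillin broth; 0% = DMSO wells and 100% = ciprofloxacin 0.95 µg/ml wells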
Tat transport = E. coli Tat transport inhibition | E. coli MC4100 TorA-mCherry Tat export, fluorescence | inhibition, % at 10 µM | 340,000 tested, 0.036% active;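 active = mean replicate inhibition at least 50% and at least half of replicates individually reaching 50%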;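 also: exported cargo escapes ClpAP degradation while cytoplasmic cargo is degraded and loses fluorescence; 0% = median of neutral control wells and 100% = median of NaSCN control wells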
AddAB inh = less growth of phage-infected E. coli with AddAB; E. coli expressing H. pylori AddAB, absorbance growth; inhibition, % at 11.9 µM; 330,000 tested, 0.29% active; AID 435030; in the data active = inhibition above about 12%;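 also: 0% = vehicle wells of infected cells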
MOR-DOR inv ag = inverse agonists of human mu-delta opioid receptor heterodimerization. P35372+P41143. cell-based MOR-DOR heterodimer luminescence, inverse agonism. inhibition, % at 9.3 µM. 340,000 tested, 0.21% active. AID 504357; in the data active = inhibition above about 22%, passing the limit was not always enough;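 also: 0% = cells with DMSO and 100% = wells without cells with DMSO; values of inactives mirror those of a sister screen read the other way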
Mot1-301 SUMO = SUMOylation pathway inhibition by Mot1-301 growth rescue | S. cerevisiae Mot1-301 growth rescue, ATP luminescence, 38.5C; percent above DMSO median, 100 means doubled | growth rescue, % at 18.8 µM | AID 2716 | 320,000 tested, 1% active;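 active = every valid replicate shows activation above 250% relative to neutral control wells; inactive = the rest, any valid replicate at or below 250%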;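 also: OY570 slx delta 5 strain wells were the positive control but not used for scaling; some compounds called inactive have numbers as strong as hits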
PKA-R1A activ = activates the PKA-R1A holoenzyme complex | activation, % at 11.4 µM | PKA-R1A dissociation, Cy5-IP20 fluorescence polarization; scaled: DMSO 0%, 113 µM cGMP 100% | 340,000 tested, 0.083% active | AID 504707;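 active = percent activation above the mean of all tested compounds plus 3 SD, cut at about 19% in these data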;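 also: higher means more PKAc released from R1A so a rise in polarization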
PfHsp90 set2 = reduces growth (ATP signal) of yeast expressing P. falciparum Hsp90. S. cerevisiae expressing PfHsp90, BacTiter-Glo ATP, 48 h; yeast lacking PDR1 and PDR3 efflux regulators. inhibition, % at 9.4 µM. 310,000 tested, 0.32% active. AID 504621;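 active = every replicate shows inhibition above about 80%, whatever the replicate mean, limit read from the data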;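 also: 0% = DMSO neutral controls and 100% = 20 µM radicicol positive controls; yeast relying on Plasmodium falciparum Hsp90 in place of its own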
MOR-DOR ag = agonists of human mu-delta opioid receptor heterodimerization; P35372+P41143; cells, OPRM1-OPRD1 heterodimerization, luminescence; activation, % at 9.3 µM; 340,000 tested, 0.3% active; in the data active = activation above about 18%;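 also: 0% = vehicle-treated cells and 100% = reference agonist; values of inactives mirror those of a sister screen read the other way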
DSG3 Ab inh = inhibitors of pemphigus antibody binding to human desmoglein-3 | P32926 | DSG3-coupled beads, scFv-anti-DSG3-GFP binding, flow cytometry; hits give low values | binding (percent of control), % at 10 µM | 310,000 tested, 0.48% active | AID 588358;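 active = binding more than 3 SD below its plate's average and above zero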;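 also: hits lower antibody fragment binding to DSG3; some compounds called inactive have numbers as strong as hits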
Arrestin-AP2 inh = inhibitors of human beta-arrestin and AP2 interaction; FITC-arrestin peptide / GST-AP2 beads, flow cytometry; AP2 beta2 appendage carries R879A mutation; inhibition, % at 10 µM; 340,000 tested, 0.31% active;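 active = inhibition above a set limit, near 3 SD of compounds lacking own fluorescence, cut at about 54% in these data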;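 also: plate controls were DMSO wells for no effect and 5 µM unlabelled arrestin peptide for full effect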
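System: GST-tagged AP2 beta2-adaptin appendage (R879A) on 4 µm glutathione beads / Reagent: FITC-arrestin peptide, 50 nM / Detection: HyperCyt-sampled flow cytometry, FL1 channel, ex 488/em 535 nm / Timing: 12 min plus 1 h, RT / Buffer or medium: PBS plus Tween 20 (0.05%) and BSA (0.1%)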
phage Ecoli inh = E. coli growth loss with phage present. growth absorbance. AID 651602. inhibition, % at 11.9 µM. 360,000 tested, 0.26% active; in the data active = inhibition above about 11%
Starred values were filed as active, the others as inactive; . = not tested or not shown.

structure | Ecoli viability | Tat transport | AddAB inh | MOR-DOR inv ag | Mot1-301 SUMO | PKA-R1A activ | PfHsp90 set2 | MOR-DOR ag | DSG3 Ab inh | Arrestin-AP2 inh | phage Ecoli inh
CCC(=O)Nc1nnc(/C=C/c2ccc(OC)cc2)s1 | -1.1 | 5 | 1.9 | . | -11 | -1 | -5 | . | . | -8 | 1.7
COc1ccc(OC)c(-n2c(=S)[nH]c3cc(C(=O)N4CCCCC4)ccc3c2=O)c1 | 2.1 | 3 | 1.4 | 20 | 2 | -7 | . | -4.2 | 118 | -3 | 1.4
COCCNC(=O)c1ccc(C(=O)C(=O)c2ccccc2)cc1 | -1.5 | 0 | 3.8 | 5 | -16 | 1 | -12 | -0.9 | . | 3 | 4.7
CSc1nc2c(c(=O)[nH]c(=O)n2C)n1CCCc1ccccc1 | -1.4 | -7 | -1.4 | 14 | -4 | -6 | 4 | -2.4 | 90 | 25 | 0.6
COc1cccc(-c2cccc(NC(=O)C3CCN(Cc4ccc(C)o4)CC3)c2)c1 | -1.1 | 5 | 3.5 | 10 | 2 | 5 | 19 | -1.8 | . | 4 | 1.4
O=C(CSc1nc2ncccc2[nH]1)NCCc1ccccc1 | -0.4 | -1 | -0.2 | -3 | 9 | -11 | -22 | 0.4 | 102 | 3 | 3.0
CCN(C[C@H]1N[C@@](Cc2ccccc2)(C(=O)OC)[C@H]2C(=O)N(Cc3ccccc3)C(=O)[C@@H]12)S(=O)(=O)c1ccc(-c2ccccc2)cc1 | -1.6 | -4 | 1.5 | 10 | 4 | 3 | 13 | -2.1 | 94 | 1 | 1.5
CCOc1ccc(NC(=O)C2CCCN(S(=O)(=O)c3c(C)n[nH]c3C)C2)cc1 (stereo not drawn) | -0.9 | -8 | 5.8 | 2 | 126 | 6 | 10 | -0.4 | . | 10 | 2.1
O=C(NC(=S)NCc1cccnc1)c1cccc2ccccc12 | 1.3 | 3 | 2.8 | 6 | -14 | 12 | -24 | -1.1 | 91 | 47 | 0.7
COc1ccc(CNC(=O)[C@H](Cc2ccccc2)NC(=O)C2CCNCC2)cc1 | -0.8 | -7 | 1.4 | 8 | -8 | -11 | -9 | -1.6 | 101 | 14 | -0.9
COc1ccc(NC(=O)Cn2c(C)cc(=O)c3ccccc32)cc1 | 1.3 | -10 | 1.4 | -11 | 1 | 2 | 24 | 1.5 | 100 | -1 | 5.8
Cc1ccc2c(c1)NC(=O)C(CC(=O)NCCCN1CCc3ccccc3C1)O2 (stereo not drawn) | -0.9 | -12 | 0.2 | -24 | -8 | -19 | . | 4.7 | 105 | 7 | 2.4
Brc1ccc(Oc2nsnc2N2CCOCC2)cc1 | 1.6 | 20 | 2.9 | -53 | 5 | -10 | -2 | 10 | 107 | 12 | 1.2
O=C(NC(=S)Nc1ccccc1)c1cccs1 | 1.1 | -8 | 4.6 | 10 | 2 | 3 | -11 | -1.3 | . | 1 | 1.1
CCOc1ccc(Nc2nc(CC(=O)OC)cc(=O)[nH]2)cc1 | -1.8 | -8 | 1.0 | 14 | -4 | -11 | 32 | -2.2 | . | -2 | 3.0
COc1ccc(-c2nnc(SCC(N)=O)n2N)cc1 | 1.8 | 3 | 3.4 | 16 | 7 | -16 | -21 | -2.8 | 93 | 3 | 0.6
COc1ccc(-c2nc(NC(=O)c3ccc(OCC(=O)Nc4ccc(F)cc4)c(OC)c3)sc2C)cc1 | -0.1 | -4 | 1.3 | -102 | -1 | 2 | -4 | 19* | 94 | 11 | 3.6
CN(C(=O)Nc1ccc(Cl)cc1Cl)[C@H]1c2cc(Br)ccc2OC[C@H]1CO | 1.2 | 11 | 1.8 | -24 | 4 | -9 | -21 | 4.5 | 98 | 4 | 2.0
Cc1cc(N2C(=O)C(O)=C(C(=O)c3cc4ccccc4o3)C2c2ccc(Cl)cc2)no1 (stereo not drawn) | -1.1 | -3 | 2.7 | -1 | -18 | -1 | -6 | 0.2 | 97 | 31 | -0.8
Cn1c(CCC(=O)O)nc2cc(S(=O)(=O)N3CCCC3)ccc21 | 2.6 | 1 | -0.6 | 11 | -2 | -2 | 10 | -2.1 | 94 | 14 | 2.1
O=C(NCC(=O)N1CCOCC1)c1ccc(Cl)c(Cl)c1 | -1.6 | -7 | 0.2 | 11 | 9 | -10 | 10 | -2.1 | 145 | -1 | 2.7
COc1ccc(-c2nc3c(c(SCC(=O)N4CCOCC4)n2)COC(C)(C)C3)cc1 | -1.7 | 1 | 1.3 | 13 | 5 | -8 | 3 | -2.9 | 99 | 13 | 0.5
CC1CCCC(C)N1/N=C/c1ccc(N(C)C)cc1 (stereo not drawn) | -1.3 | 0 | 0.3 | 9 | -28 | -3 | 2 | -1.8 | 103 | 11 | -3.1
NS(=O)(=O)c1cccc(NC(=O)c2cccc(Oc3ccccc3)c2)c1 | 1.3 | 1 | 5.4 | -19 | -1 | 5 | 26 | 2.3 | 100 | 2 | -1.4

Eleven successive records already listed, for reference:
structure | Ecoli viability | Tat transport | AddAB inh | MOR-DOR inv ag | Mot1-301 SUMO | PKA-R1A activ | PfHsp90 set2 | MOR-DOR ag | DSG3 Ab inh | Arrestin-AP2 inh | phage Ecoli inh
CCC(=O)Nc1nnc(/C=C/c2ccc(OC)cc2)s1 | -1.1 | 5 | 1.9 | . | -11 | -1 | -5 | . | . | -8 | 1.7
COc1ccc(OC)c(-n2c(=S)[nH]c3cc(C(=O)N4CCCCC4)ccc3c2=O)c1 | 2.1 | 3 | 1.4 | 20 | 2 | -7 | . | -4.2 | 118 | -3 | 1.4
COCCNC(=O)c1ccc(C(=O)C(=O)c2ccccc2)cc1 | -1.5 | 0 | 3.8 | 5 | -16 | 1 | -12 | -0.9 | . | 3 | 4.7
CSc1nc2c(c(=O)[nH]c(=O)n2C)n1CCCc1ccccc1 | -1.4 | -7 | -1.4 | 14 | -4 | -6 | 4 | -2.4 | 90 | 25 | 0.6
COc1cccc(-c2cccc(NC(=O)C3CCN(Cc4ccc(C)o4)CC3)c2)c1 | -1.1 | 5 | 3.5 | 10 | 2 | 5 | 19 | -1.8 | . | 4 | 1.4
O=C(CSc1nc2ncccc2[nH]1)NCCc1ccccc1 | -0.4 | -1 | -0.2 | -3 | 9 | -11 | -22 | 0.4 | 102 | 3 | 3.0
CCN(C[C@H]1N[C@@](Cc2ccccc2)(C(=O)OC)[C@H]2C(=O)N(Cc3ccccc3)C(=O)[C@@H]12)S(=O)(=O)c1ccc(-c2ccccc2)cc1 | -1.6 | -4 | 1.5 | 10 | 4 | 3 | 13 | -2.1 | 94 | 1 | 1.5
CCOc1ccc(NC(=O)C2CCCN(S(=O)(=O)c3c(C)n[nH]c3C)C2)cc1 (stereo not drawn) | -0.9 | -8 | 5.8 | 2 | 126 | 6 | 10 | -0.4 | . | 10 | 2.1
O=C(NC(=S)NCc1cccnc1)c1cccc2ccccc12 | 1.3 | 3 | 2.8 | 6 | -14 | 12 | -24 | -1.1 | 91 | 47 | 0.7
COc1ccc(CNC(=O)[C@H](Cc2ccccc2)NC(=O)C2CCNCC2)cc1 | -0.8 | -7 | 1.4 | 8 | -8 | -11 | -9 | -1.6 | 101 | 14 | -0.9
COc1ccc(NC(=O)Cn2c(C)cc(=O)c3ccccc32)cc1 | 1.3 | -10 | 1.4 | -11 | 1 | 2 | 24 | 1.5 | 100 | -1 | 5.8
